Jurkat NFkB inh – inhibitors of the PMA/ionomycin-induced NF-kB reporter in Jurkat cells. PMA/ionomycin-induced NF-kB luciferase reporter, luminescence. inhibition, % at 4 µM. 0.53% of 330,000 active; in the data active = inhibition above about 50%
697 NFkB inh – inhibitors of the PMA/ionomycin-induced NF-kB reporter in 697 B cells; 697 B-cell NF-kB luciferase reporter, 16 h; inhibition, % at 4 µM; 0.33% of 330,000 active; in the data active = inhibition above about 35%
CXCR6 inh – CXCR6 (human) receptor inhibition. O00574. CHO-K1 PathHunter CXCR6 beta-arrestin, luminescence. inhibition, % at 20 µM. 0.36% of 360,000 active; in the data active = inhibition above about 34%, passing the limit was not always enough;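 note: antagonist mode with CXCL16 agonist at 10 nM final; 0% = 10 nM CXCL16 with DMSO and 100% = unstimulated wells without agonist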
Target sequence (O00574 whole entry, looked up): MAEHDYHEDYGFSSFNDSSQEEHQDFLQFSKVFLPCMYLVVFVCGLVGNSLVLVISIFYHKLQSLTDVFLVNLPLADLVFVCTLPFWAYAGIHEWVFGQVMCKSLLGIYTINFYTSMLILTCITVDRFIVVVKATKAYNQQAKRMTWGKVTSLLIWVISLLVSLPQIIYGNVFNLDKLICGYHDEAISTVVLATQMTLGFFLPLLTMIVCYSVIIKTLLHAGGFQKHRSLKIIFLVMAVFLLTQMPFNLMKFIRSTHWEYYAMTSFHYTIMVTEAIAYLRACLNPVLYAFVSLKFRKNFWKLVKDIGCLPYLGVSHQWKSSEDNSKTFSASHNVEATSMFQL
APJ antagonist – antagonists of human APJ apelin receptor; CHO-K1 APJ beta-arrestin complementation, luminescence; P35414; 0.32% of 330,000 active; inhibition, % at 20 µM;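 active = inhibition above about 40% at 20 µM, limit read from the data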;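 note: cells challenged with 10 nM apelin-13 agonist together with compound; plate controls were apelin-13 plus DMSO wells for no effect and DMSO wells lacking apelin-13 for full effect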
Target sequence (P35414 whole entry, looked up): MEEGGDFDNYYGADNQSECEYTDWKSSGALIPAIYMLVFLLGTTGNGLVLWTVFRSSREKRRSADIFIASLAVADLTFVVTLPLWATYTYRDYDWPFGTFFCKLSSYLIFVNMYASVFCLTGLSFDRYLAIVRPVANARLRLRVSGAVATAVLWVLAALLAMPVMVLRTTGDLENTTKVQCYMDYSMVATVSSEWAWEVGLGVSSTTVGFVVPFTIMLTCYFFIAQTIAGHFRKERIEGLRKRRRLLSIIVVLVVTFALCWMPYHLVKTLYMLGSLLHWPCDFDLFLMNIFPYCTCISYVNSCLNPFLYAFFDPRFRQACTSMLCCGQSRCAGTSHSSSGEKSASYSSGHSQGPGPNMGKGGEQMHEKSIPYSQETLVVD
EBI2 block – blocks human EBI2 receptor beta-arrestin signaling | P32249 | EBI2 beta-arrestin recruitment, luminescence, 7a,25-OHC stimulated | inhibition, % at 5 µM | 0.81% of 360,000 active | AID 651636; in the data active = inhibition above about 38%;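 note: enzyme fragment complementation signal reports receptor beta-arrestin coupling in cells; 0% = agonist plus DMSO wells and 100% = wells without agonist; some results beyond the cut were filed as inactive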
Target sequence (P32249 whole entry, looked up, the tested form may be a part): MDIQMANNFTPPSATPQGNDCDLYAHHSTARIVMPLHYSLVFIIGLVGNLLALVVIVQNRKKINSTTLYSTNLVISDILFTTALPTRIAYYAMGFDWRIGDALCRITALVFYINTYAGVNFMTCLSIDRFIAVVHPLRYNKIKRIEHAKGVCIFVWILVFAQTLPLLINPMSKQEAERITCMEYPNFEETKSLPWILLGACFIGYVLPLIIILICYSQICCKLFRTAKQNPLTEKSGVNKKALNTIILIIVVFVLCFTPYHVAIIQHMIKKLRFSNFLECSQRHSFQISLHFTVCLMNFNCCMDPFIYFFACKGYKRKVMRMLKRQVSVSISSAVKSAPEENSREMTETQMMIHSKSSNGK
UBC13 inh – inhibitors of human UBC13 polyubiquitin chain formation; P61088; TR-FRET; inhibition, % at 20 µM; 0.47% of 330,000 active; AID 485273; in the data active = inhibition above about 45%, passing the limit was not always enough
Gli-Sufu antag – Gli-Sufu pathway antagonism | Sufu-KO-LIGHT fibroblasts, Gli luciferase reporter luminescence | inhibition, % at 5 µM | 0.74% of 340,000 active | AID 588413;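 active = inhibition above about 55%, limit read from the data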;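 note: 0% = DMSO-treated cells and 100% = wells with medium but no cells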
CCR6 antagonist – antagonists of human CCR6 receptor; P51684; CHO-K1 CCR6 PathHunter beta-arrestin, luminescence, CCL20-stimulated; inhibition, % at 20 µM; 0.49% of 340,000 active;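 active = compounds whose inhibition of the agonist-driven luminescence signal at 20 µM reaches about 50%, limit read from the data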;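 note: cells stimulated with CCL20 at 14 nM final; plate controls were DMSO with CCL20 for no effect and DMSO without agonist for full effect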
* hit, by the source's call. Compounds as they come. Share with any hit: about 3%.

Results for CSCC(=O)NS(=O)(=O)c1ccc(C)cc1 ?
Jurkat NFkB inh: -15; 697 NFkB inh: 11; CXCR6 inh: 4; APJ antagonist: 8; EBI2 block: 0; UBC13 inh: 6; Gli-Sufu antag: 2; CCR6 antagonist: 12

What do the screens show for `Cc1cc(Cl)ccc1NC(=O)CSc1n[nH]c(N)n1`?
Jurkat NFkB inh: -14; 697 NFkB inh: 12; CXCR6 inh: -4; APJ antagonist: -1; EBI2 block: 0; UBC13 inh: 0; Gli-Sufu antag: -5; CCR6 antagonist: 11

What do the screens show for `COc1ccccc1CCN1CCCC(CN(C)C(=O)c2ccco2)C1` (stereo unspecified)?
Jurkat NFkB inh: -11; 697 NFkB inh: -15; CXCR6 inh: 4; APJ antagonist: -4; EBI2 block: 4; UBC13 inh: 8; Gli-Sufu antag: 42; CCR6 antagonist: 12

How did COc1cc(NC(=O)COC(=O)CC(C)(C)C)c(C)cc1[N+](=O)[O-] do in these assays?
Jurkat NFkB inh: -17; 697 NFkB inh: -13; CXCR6 inh: -11; APJ antagonist: 4; EBI2 block: -3; UBC13 inh: -11; Gli-Sufu antag: -21; CCR6 antagonist: 35

Results for CC(C)NC(=O)/C(=C/c1ccco1)c1ccccc1 ?
Jurkat NFkB inh: -14; 697 NFkB inh: -5; CXCR6 inh: -4; APJ antagonist: 8; EBI2 block: -2; UBC13 inh: -14; Gli-Sufu antag: 9; CCR6 antagonist: 11

Results for CC(C)(C)c1ccccc1NC(=O)c1ccco1 ?
Jurkat NFkB inh: -8; 697 NFkB inh: 3; CXCR6 inh: -1; APJ antagonist: 1; EBI2 block: -3; UBC13 inh: -3; Gli-Sufu antag: 0; CCR6 antagonist: 9

How did O=C(NN1CCOCC1)c1ccc(Cl)cc1 do in these assays?
Jurkat NFkB inh: 6; 697 NFkB inh: 12; CXCR6 inh: 0; APJ antagonist: -1; EBI2 block: -2; UBC13 inh: 10; Gli-Sufu antag: 2; CCR6 antagonist: -3

Results for CCOC(=O)C1CCCN(C(=O)c2cn(C)c3ccc(S(=O)(=O)N(C)C)cc3c2=O)C1 (stereo unspecified) ?
Jurkat NFkB inh: -15; 697 NFkB inh: 10; CXCR6 inh: -2; APJ antagonist: 15; EBI2 block: -8; UBC13 inh: -2; Gli-Sufu antag: -12; CCR6 antagonist: -9

What do the screens show for `Cc1ccc2c(CSc3nnc(C4CC4)n3N)cc(=O)oc2c1`?
Jurkat NFkB inh: 7; 697 NFkB inh: 4; CXCR6 inh: 8; APJ antagonist: 18; EBI2 block: -9; UBC13 inh: -5; Gli-Sufu antag: -4; CCR6 antagonist: -2

What do the screens show for `COc1ccc(S(=O)(=O)Nc2ccc(Cc3ccncc3)cc2)cc1OC`?
Jurkat NFkB inh: 25; 697 NFkB inh: -12; CXCR6 inh: -2; APJ antagonist: -15; EBI2 block: -19; UBC13 inh: 2; Gli-Sufu antag: 15; CCR6 antagonist: 0

Results for Cc1cc(C)n(CC2CC(=O)N(c3ccc(F)c(Cl)c3)C2=O)n1 (stereo unspecified) ?
Jurkat NFkB inh: 2; 697 NFkB inh: 13; CXCR6 inh: -7; APJ antagonist: 6; EBI2 block: -11; UBC13 inh: 2; Gli-Sufu antag: -5; CCR6 antagonist: 3

Results for Cc1ccc(C)c(N(C(=O)CNC(=O)c2ccco2)C(C(=O)NC2CCCCC2)c2ccncc2)c1 (stereo unspecified) ?
Jurkat NFkB inh: 10; 697 NFkB inh: 3; CXCR6 inh: 4; APJ antagonist: -11; EBI2 block: 1; UBC13 inh: -2; Gli-Sufu antag: 20; CCR6 antagonist: 13

What do the screens show for `CCN1CCc2c(sc(NC(=O)Nc3ccc(Cl)c(Cl)c3)c2C(N)=O)C1`?
CXCR6 inh: -28; EBI2 block: -18; Gli-Sufu antag: -7; CCR6 antagonist: -28

How did CC1(C)CC(=O)C2=C(C1)NC(=O)CC2c1ccc(F)cc1 (stereo unspecified) do in these assays?
Jurkat NFkB inh: 3; 697 NFkB inh: -2; CXCR6 inh: -4; APJ antagonist: 12; EBI2 block: 10; UBC13 inh: 1; Gli-Sufu antag: -2; CCR6 antagonist: 7

What do the screens show for `COc1ccccc1OCc1ccc(C(=O)N2CCCCC2)o1`?
Jurkat NFkB inh: -13; 697 NFkB inh: -20; CXCR6 inh: -6; APJ antagonist: -7; EBI2 block: 9; UBC13 inh: -3; Gli-Sufu antag: -12; CCR6 antagonist: 15

How did CCC1CCCCN1CCCCOc1cccc(Cl)c1 (stereo unspecified) do in these assays?
Jurkat NFkB inh: 3; 697 NFkB inh: 4; CXCR6 inh: 0; APJ antagonist: 16; EBI2 block: 1; UBC13 inh: 1; Gli-Sufu antag: 7; CCR6 antagonist: 18

How did CN(C1CCCCC1)S(=O)(=O)c1ccc(NC(=O)c2ccc(Br)o2)cc1 do in these assays?
Jurkat NFkB inh: -12; 697 NFkB inh: 5; CXCR6 inh: 1; APJ antagonist: -18; EBI2 block: 0; UBC13 inh: -1; Gli-Sufu antag: 7; CCR6 antagonist: 36

What do the screens show for `Cn1cccc1/C=N/n1cnnc1`?
Jurkat NFkB inh: 14; 697 NFkB inh: -1; CXCR6 inh: -2; APJ antagonist: -2; EBI2 block: -3; UBC13 inh: -4; Gli-Sufu antag: -16; CCR6 antagonist: -6

Results for CCC1(c2ccccc2)NC(=O)N(CC(=O)Nc2cc(S(=O)(=O)N3CCCCCC3)ccc2OC)C1=O (stereo unspecified) ?
Jurkat NFkB inh: 10; 697 NFkB inh: 16; CXCR6 inh: 2; APJ antagonist: -3; EBI2 block: -18; UBC13 inh: -4; Gli-Sufu antag: 5; CCR6 antagonist: -12

Results for CC(=O)NS(=O)(=O)c1ccc(N/C(N)=N/c2nc(C)cc(C)n2)cc1 ?
Jurkat NFkB inh: 12; 697 NFkB inh: 9; CXCR6 inh: -14; APJ antagonist: 2; EBI2 block: 8; UBC13 inh: -4; Gli-Sufu antag: -1; CCR6 antagonist: 8

How did Cc1ccc(CSCC(=O)Nc2ccccc2)cc1 do in these assays?
Jurkat NFkB inh: -4; 697 NFkB inh: -14; CXCR6 inh: -3; APJ antagonist: -7; EBI2 block: -9; UBC13 inh: 1; Gli-Sufu antag: -8; CCR6 antagonist: 5

How did N/C(=N\OC(=O)c1ccc(F)cc1)c1cccc([N+](=O)[O-])c1 do in these assays?
Jurkat NFkB inh: -69; 697 NFkB inh: -72; CXCR6 inh: -11; APJ antagonist: -40; EBI2 block: -14; UBC13 inh: 0; Gli-Sufu antag: -33; CCR6 antagonist: -3

What do the screens show for `c1ccc(C2OCCN2c2ccccc2)cc1` (stereo unspecified)?
CXCR6 inh: 2; EBI2 block: -4; Gli-Sufu antag: -5; CCR6 antagonist: 2

Results for O=c1cc(CSc2ccccn2)nc(N2CCN(c3ccccc3)CC2)[nH]1 ?
Jurkat NFkB inh: 3; 697 NFkB inh: 3; CXCR6 inh: -1; APJ antagonist: 15; EBI2 block: -1; UBC13 inh: 2; Gli-Sufu antag: 6; CCR6 antagonist: 15

Results for CCOC(=O)c1oc2ccccc2c1COC(=O)CNC(=O)c1ccccc1OC ?
Jurkat NFkB inh: -2; 697 NFkB inh: -25; CXCR6 inh: 0; APJ antagonist: 2; EBI2 block: 1; UBC13 inh: -4; Gli-Sufu antag: -9; CCR6 antagonist: 13

What do the screens show for `CN1CCCC1CCNc1ccc2oc3ccccc3c(=O)c2c1` (stereo unspecified)?
Jurkat NFkB inh: -130; 697 NFkB inh: -63; APJ antagonist: 18; UBC13 inh: 33; Gli-Sufu antag: -15; CCR6 antagonist: 26

How did CC(=O)Nc1cc(C(=O)OCC(=O)c2ccc(Cl)cc2Cl)ccc1C do in these assays?
Jurkat NFkB inh: -4; 697 NFkB inh: 8; CXCR6 inh: 6; APJ antagonist: 52*; EBI2 block: 1; UBC13 inh: -7; Gli-Sufu antag: 2; CCR6 antagonist: 12

What do the screens show for `O=C(COC(=O)CCC1CCCC1)Nc1ccc(F)cc1Cl`?
Jurkat NFkB inh: -24; 697 NFkB inh: 19; CXCR6 inh: -2; APJ antagonist: 10; EBI2 block: -6; UBC13 inh: 8; Gli-Sufu antag: 1; CCR6 antagonist: 6

Results for C=CCOc1cccc(CNCc2ccncc2)c1 ?
Jurkat NFkB inh: 5; 697 NFkB inh: -16; CXCR6 inh: -4; APJ antagonist: 6; EBI2 block: 2; UBC13 inh: -5; Gli-Sufu antag: 6; CCR6 antagonist: 11

Results for Cc1cc(C)n(S(=O)(=O)c2ccc(Cl)c(Cl)c2Cl)n1 ?
Jurkat NFkB inh: 6; 697 NFkB inh: 0; CXCR6 inh: 6; APJ antagonist: 3; EBI2 block: 2; UBC13 inh: 6; Gli-Sufu antag: -3; CCR6 antagonist: 9

What do the screens show for `N#Cc1cccc(NC(=O)COC(=O)Cn2nc(-c3ccccc3)oc2=O)c1`?
Jurkat NFkB inh: 7; 697 NFkB inh: 7; CXCR6 inh: -10; APJ antagonist: -3; EBI2 block: 5; UBC13 inh: 3; Gli-Sufu antag: -15; CCR6 antagonist: -3

How did O=C(CNC(=O)c1cccc(OC(F)F)c1)OCc1cc(=O)n2cc(Br)ccc2n1 do in these assays?
Jurkat NFkB inh: 6; 697 NFkB inh: 16; CXCR6 inh: -6; APJ antagonist: 16; EBI2 block: -7; UBC13 inh: -8; Gli-Sufu antag: 5; CCR6 antagonist: 9

How did Cc1cccc(C(=O)Nc2nnc(S(=O)(=O)N3CCCCCC3)s2)c1 do in these assays?
Jurkat NFkB inh: -34; 697 NFkB inh: -15; CXCR6 inh: 2; APJ antagonist: -50; EBI2 block: -7; UBC13 inh: -8; Gli-Sufu antag: -19; CCR6 antagonist: 5

What do the screens show for `COc1cc(C(=O)NC(=S)Nc2nc(-c3ccc(F)cc3)cs2)cc(OC)c1OC`?
Jurkat NFkB inh: 9; 697 NFkB inh: -3; CXCR6 inh: 13; APJ antagonist: 12; EBI2 block: -5; UBC13 inh: -13; Gli-Sufu antag: 4; CCR6 antagonist: 12

How did CCOC(=O)N1CCN(S(=O)(=O)c2ccc3c(c2)SCC(=O)N3)CC1 do in these assays?
Jurkat NFkB inh: 10; 697 NFkB inh: 8; CXCR6 inh: -5; APJ antagonist: -7; EBI2 block: 0; UBC13 inh: 1; Gli-Sufu antag: 4; CCR6 antagonist: 2

What do the screens show for `Nc1ccc2oc(-c3ccccc3Cl)nc2c1`?
Jurkat NFkB inh: -126; 697 NFkB inh: -159; CXCR6 inh: -14; APJ antagonist: -8; EBI2 block: -5; UBC13 inh: -12; Gli-Sufu antag: -45; CCR6 antagonist: 19

What do the screens show for `CCc1ccc2[nH]c(=O)c(C(c3nnnn3Cc3ccccc3)N3CCOCC3)cc2c1` (stereo unspecified)?
Jurkat NFkB inh: -8; 697 NFkB inh: -10; CXCR6 inh: 4; APJ antagonist: -2; EBI2 block: 0; UBC13 inh: -5; Gli-Sufu antag: 2; CCR6 antagonist: 0

How did COc1ccc(NC(=O)CC(C)c2ccccc2)cc1S(=O)(=O)N1CCOCC1 (stereo unspecified) do in these assays?
Jurkat NFkB inh: 12; 697 NFkB inh: -8; CXCR6 inh: -1; APJ antagonist: 6; EBI2 block: -1; UBC13 inh: -5; Gli-Sufu antag: -3; CCR6 antagonist: 2

How did Cc1cc2cc(CN(Cc3ccc4c(c3)OCO4)C(=O)c3cnccn3)c3nnnn3c2cc1C do in these assays?
Jurkat NFkB inh: 9; 697 NFkB inh: -2; CXCR6 inh: 1; APJ antagonist: 8; EBI2 block: -9; UBC13 inh: 7; Gli-Sufu antag: 2; CCR6 antagonist: 21

What do the screens show for `COc1ccc(/C=N/Nc2ccccc2C(=O)O)cc1Cn1cc([N+](=O)[O-])cn1`?
Jurkat NFkB inh: 3; 697 NFkB inh: -17; CXCR6 inh: -4; APJ antagonist: 1; EBI2 block: -13; UBC13 inh: 0; Gli-Sufu antag: 35; CCR6 antagonist: 12

Results for COc1ccc(/C=C2/Sc3ccc(C(=O)NCCCN4CCOCC4)cc3NC2=O)cc1OC ?
Jurkat NFkB inh: -16; 697 NFkB inh: -1; CXCR6 inh: 4; APJ antagonist: 0; EBI2 block: 4; UBC13 inh: 8; Gli-Sufu antag: 25; CCR6 antagonist: 24

Compound activity as filed in PubChem BioAssay.
